# GPR35 arrestin U2OS: GPR35 antagonists blocking zaprinast-driven arrestin recruitment, primary screen, imaging, U2OS, beta-arrestin-GFP, zaprinast agonist (AID 2058) | hit rate 0.052% among 290,000 | U2OS GPR35 beta-arrestin-GFP translocation imaging, zaprinast antagonism; higher % means a stronger effect | one-dose inhibition, % at 10 µM; IC50 in µM for titrated hits;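 active = inhibition of at least 50% with at least 30 cells and total cytoplasm GFP at most 10,000,000; inconclusive = under 30 cells or total GFP of 10,000,000 plus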
# UTI89 phage lysis: inhibition of K1F phage lysis, E. coli UTI89, bacterial capsule biogenesis inhibitors, alamar blue (AID 488966) | E. coli UTI89 K1F phage lysis, alamar blue, 2 h; higher % means a stronger effect | inhibition, % at 100 µM; hits with a dose series show IC50 in µM | hit rate 0.02% among 340,000;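 active = phage lysis inhibition, versus mean bacterial control, above a set limit; inconclusive = no clear call, values can overlap the other calls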;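 also: capsule biogenesis inhibitors block K1F phage lysis so surviving cells raise fluorescence; higher fluorescence means more inhibition of phage lysis; actives were called in the ten point dose series up to 300 µM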
# RSV antiviral HEp-2: RSV antiviral activity via CPE protection, HEp-2 cells, primary 10 µM value included (AID 2391); HEp-2 cells, RSV-induced CPE inhibition; higher % means a stronger effect; CPE inhibition, % at 10 µM, or IC50 in µM where a hit was titrated; hit rate 0.13% among 310,000; in the data active = a potency from the dose series; inconclusive = CPE inhibition mostly from about 23% at the one dose, without a potency; inactive = the rest, 99 in 100 with CPE inhibition below about 21%; also: strong numbers were not always called active
# Autophagy mod: autophagy modulators in MEF cells, primary screen, imaging, high-content, MEF GFP-LC3. MEF GFP-LC3 puncta imaging; test concentration mostly 10 µM. calls only at 10 µM (by protocol). hit rate 0.98% among 190,000. AID 463193, 2010;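 active = percentage of spot-positive cells more than 3 SD above its plate mean, without a fluorescence outlier flag or 80% toxicity; inconclusive = no clear call, values can overlap the other calls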;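 also: spot-positive cell cutoff set from DMSO-treated cells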
# WT yeast gro inh: growth inhibition of WT strain, primary screen, mitochondrial fusion inhibitor project, WT and mutant strains, chemical genetic; mitochondrial fusion phenotypic screen; inhibition, % at 10 µM; hit rate 2.1% among 190,000; AID 1362, 2008; in the data active = inhibition above about 58%; tested in S. cerevisiae
# Dengue-2 NS5 capping: Dengue-2 NS5 methyltransferase inhibitors, primary screen, biochemical, confirmation dose response (AID 588689) | Genome polyprotein (Dengue virus type 2 (strain 16681-PDK53)) | Dengue-2 NS5 methyltransferase capping enzyme assay, biochemical; higher % means a stronger effect | one-dose inhibition, % at 25 µM; IC50 in µM for titrated hits | hit rate 0.3% among 340,000; in the data active = a potency from the dose series; inconclusive = inhibition above about 29% without an active follow-up result
# LYP inhibition: inhibitors of LYP phosphatase, biochemical, fluorescence intensity, uHTS (AID 1779); Tyrosine-protein phosphatase non-receptor type 22 (Homo sapiens); recombinant LYP phosphatase, fluorescence intensity; higher % means a stronger effect; one-dose inhibition, % at 11.5 µM; IC50 in µM for titrated hits; hit rate 0.054% among 290,000; in the data active = inhibition above about 50%;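 also: plate controls were vehicle with enzyme for no effect and no enzyme for full effect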
# NTR1 agonist: agonists of NTR1, primary screen, imaging, U2OS cells, beta-arrestin-GFP, high content (AID 493036); activation, % at 20 µM; NTR1-U2OS beta-arrestin-GFP spot imaging, agonist mode; hit rate 0.17% among 330,000; Neurotensin receptor type 1 (Homo sapiens), P30989;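 active = activation at or above 40% of the spot to cytoplasm intensity ratio, with at least 20 cells analyzed; inconclusive = wells under 20 cells, flagged as cytotoxic or low count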;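 also: 0% = DMSO without peptide and 100% = 100 nM NTR1 peptide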
# Target sequence (P30989 whole entry, looked up): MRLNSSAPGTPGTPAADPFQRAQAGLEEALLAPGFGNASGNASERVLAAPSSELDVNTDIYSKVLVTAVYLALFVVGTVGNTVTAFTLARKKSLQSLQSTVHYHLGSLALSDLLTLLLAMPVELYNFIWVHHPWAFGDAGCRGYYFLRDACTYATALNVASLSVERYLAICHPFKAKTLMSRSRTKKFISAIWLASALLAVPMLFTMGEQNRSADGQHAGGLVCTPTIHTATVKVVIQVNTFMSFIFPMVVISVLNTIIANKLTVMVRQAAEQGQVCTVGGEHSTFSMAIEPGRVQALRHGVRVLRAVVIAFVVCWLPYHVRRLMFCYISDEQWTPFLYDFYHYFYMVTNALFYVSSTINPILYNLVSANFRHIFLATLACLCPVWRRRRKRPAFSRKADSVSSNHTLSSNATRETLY
# AID2073: inhibitors of Mint1-CaV2.2 protein interaction, biochemical, HTRF (AID 2073); Voltage-dependent N-type calcium channel subunit alpha-1B (Homo sapiens); hit rate 0.19% among 290,000; inhibition, % at 20 µM; hits with a dose series show IC50 in µM; HTRF protein-protein interaction, Mint1-CaV2.2; higher % means a stronger effect; in the data active = inhibition mostly above about 51%, no sharp cut-off; inconclusive = no clear call, values can overlap the other calls; inactive = mostly below about 53%; also: some results filed as inactive read as strong as hits
# WT yeast gro inh mutant strain: second read-out of WT yeast gro inh, no call of its own (marks repeat the call); inhibition, %; mitochondrial fusion phenotypic screen, mutant strain inhibition
# Autophagy mod cell loss 18 h: recorded beside Autophagy mod, whose call it bears; toxicity, %; measured here: cell loss, nuclei count;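 cell loss after 18 h compound exposure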
# NTR1 agonist cell count 20 µM: further read-out of NTR1 agonist, marked with its call; cell count; measured here: cell count, cytotoxicity flag
# Dengue-2 NS5 capping pilot replicate: further read-out of Dengue-2 NS5 capping, marked with its call; inhibition, %; measured here: pilot screen replicate inhibition
# Active calls of the source: *; i = inactive; ? = inconclusive; / = no result given; [ ] = dose if it differs, or a comment. This is a random part of the collection, and some 2.6% of all compounds hit somewhere here.
SMILES,GPR35 arrestin U2OS,UTI89 phage lysis,RSV antiviral HEp-2,Autophagy mod,Autophagy mod cell loss 18 h,WT yeast gro inh,WT yeast gro inh mutant strain,Dengue-2 NS5 capping,LYP inhibition,NTR1 agonist,NTR1 agonist cell count 20 µM,AID2073,others
O=[N+]([O-])c1cc(C(F)(F)F)ccc1N1CCCNCC1,-3%,1.5%,-1.1%,i,33,4,12,4%,-4%,1.3,44,-11%,
Cn1c(=O)cc(SCC(=O)N2CCCC2)c2ccccc21,9%,0.0%,1.3%,i,-11,10,14,-2%,-1%,-0.2,65,6%,
CCOCCCNC(=O)C(c1ccc(Cl)cc1)N1CCN(c2ccccc2)CC1 (centres undefined),6%,1.7%,2.5%,i,19,7,5,1%,-7%,-1.0,92,-4%,
CCOc1ccccc1NC(=O)CCNS(=O)(=O)c1ccc2[nH]c(=O)oc2c1,11%,0.3%,0.1%,/,/,/,/,-1%,-13%,0.3,53,6%,
O=C(O/N=C(\c1ccccc1)c1ccncc1)c1ccccc1Cl,3%,0.0%,2.0%,i,-10,37,29,-4%,1%,4.8,48,1%,
CCN(CC(=O)NC(C)C)C(=O)[C@H](C)NC(=O)c1ccc(Br)cc1,-17%,0.2%,1.0%,i,-8,-3,-3,-2%,-6%,1.5,68,-4%,
COc1ccccc1N1CCN(C(=O)C(NS(=O)(=O)c2cccs2)c2ccccc2)CC1 (centres undefined),10%,5.7%,0.7%,i,-9,-37,1,-5%,2%,0.7,91,16%,
Cc1ccccc1Cc1c(C)nc2nc(SCC(=O)NCc3ccco3)nn2c1C,-12%,1.2%,3.2%,i,9,5,7,-3%,-7%,-0.4,69,-12%,
Cc1ccc(N2C(=O)NC(NC(=O)C(C)(C)C)(C(F)(F)F)C2=O)cc1 (centres undefined),2%,2.0%[50 µM],1.9%,i,-13,3,-4,-3%,-9%,2.1,70,12%,
COc1ccc(-c2noc(CSc3nc4ccccc4c(=O)n3-c3ccccc3)n2)cc1,-20%,0.0%,5.7%,i,-1,15,12,-2%,9%,1.4,59,-1%,
CCN(CC1CCCO1)C(=O)CCc1nnc(CCc2ccccc2OC)o1 (centres undefined),0%,0.0%,2.4%,/,/,/,/,-4%,-2%,-0.1,48,-3%,
Cc1cc(C(=S)N2CCOCC2)c(C)n1-c1ccc(F)cc1,6%,0.3%,0.8%,i,-9,-2,3,-6%,-2%,-1.3,100,21%,
O=C(Nc1cccc([N+](=O)[O-])c1)c1ccc(-c2ccccc2)cc1,-5%,0.9%[50 µM],2.5%,i,13,-1,7,-1%,-6%,1.8,38,10%,
Cc1cc(C)c(S(=O)(=O)N2CCN(c3ccc([N+](=O)[O-])c(NCC4CCCO4)c3)CC2)c(C)c1 (centres undefined),-5%,0.0%,1.1%,i,-9,10,5,-1%,6%,5.0,59,15%,
O=C(Cn1cnc2c(nnn2Cc2ccc(F)cc2)c1=O)Nc1ccccc1,2%,0.1%,3.1%,/,/,/,/,-2%,-11%,-0.7,67,8%,

# Structures from the list above that have an aryl thioether with sulfur outside any ring, in the order listed:
SMILES,GPR35 arrestin U2OS,UTI89 phage lysis,RSV antiviral HEp-2,Autophagy mod,Autophagy mod cell loss 18 h,WT yeast gro inh,WT yeast gro inh mutant strain,Dengue-2 NS5 capping,LYP inhibition,NTR1 agonist,NTR1 agonist cell count 20 µM,AID2073,others
Cn1c(=O)cc(SCC(=O)N2CCCC2)c2ccccc21,9%,0.0%,1.3%,i,-11,10,14,-2%,-1%,-0.2,65,6%,
Cc1ccccc1Cc1c(C)nc2nc(SCC(=O)NCc3ccco3)nn2c1C,-12%,1.2%,3.2%,i,9,5,7,-3%,-7%,-0.4,69,-12%,
COc1ccc(-c2noc(CSc3nc4ccccc4c(=O)n3-c3ccccc3)n2)cc1,-20%,0.0%,5.7%,i,-1,15,12,-2%,9%,1.4,59,-1%,

# Continuation:
SMILES,GPR35 arrestin U2OS,UTI89 phage lysis,RSV antiviral HEp-2,Autophagy mod,Autophagy mod cell loss 18 h,WT yeast gro inh,WT yeast gro inh mutant strain,Dengue-2 NS5 capping,LYP inhibition,NTR1 agonist,NTR1 agonist cell count 20 µM,AID2073,others
CC(C)(C)[C@@H]1C=C(C(=O)N2CCN(Cc3ccc4c(c3)OCO4)CC2)O[C@H](OCc2ccc(CO)cc2)C1,3%,0.2%,4.0%,i,10,94*,60*,-8%,-7%,5.5,94,-6%,
CC(C)(C)c1ccc(C(=O)Nc2ccc(F)cc2)s1,23%,0.6%,?,/,/,/,/,-2%,-2%,1.4,48,4%,
COCCn1c(C)c(C)c2c(NCCc3ccccc3)ncnc21,0%,-1.5%[50 µM],1.9%,/,/,/,/,-4%,-4%,3.1,99,16%,
COc1ccccc1C/C(N)=N/OC(=O)c1cccs1,0%,0.1%,0.4%,i,13,-16,15,3%,-6%,-1.5,46,7%,
Cc1cc(C(=O)CSc2nc(N)cc(=O)[nH]2)c(C)n1Cc1ccco1,4%,0.2%,1.5%,/,/,/,/,3%,-3%,0.5,70,29%,
CCn1cc(NC(=O)Nc2ccccc2C(=O)OC)c(C(N)=O)n1,-4%,1.4%,-0.6%,i,-3,-2,-3,6%,-12%,0.0,78,21%,
O=C(c1ccco1)N1CCN(C(c2ccccc2Cl)c2nnnn2Cc2cccs2)CC1 (centres undefined),9%,1.4%,12%,i,-9,0,22,-2%,-1%,4.9,55,-6%,
CC(C)NC(=S)Nc1ccc(S(=O)(=O)Nc2ncccn2)cc1,11%,-0.1%,5.6%,i,-15,-17,-6,-3%,-8%,0.9,43,18%,
CC(=O)c1cccc(S(=O)(=O)N2CCC(C(=O)O)(c3ccccc3)CC2)c1,9%,-0.2%,2.3%,/,/,/,/,5%,-4%,0.5,59,1%,
CCOC(=O)C1=C(N)N2C(=O)C(C)SC2=C(C(=O)OCC)C1c1ccc(O)cc1 (centres undefined),-15%,2.0%,1.1%,/,/,/,/,5%,0%,1.1,53,15%,
COc1ccc(C)c2sc(=NC(=O)C(C)C)n(C)c12,-4%,-1.2%,1.7%,i,6,7,0,4%,-2%,1.4,81,8%,
CCS(=O)(=O)c1ccc(-c2csc(-c3ccccc3Cl)n2)c(Cl)c1Cl,-18%,0.3%,?,i,-26,-9,27,-5%,4%,3.8,45,-20%,
Cc1ccc(-n2c(C)cc(/C=N/NC(=O)Cn3c4ccccc4c(=O)c4ccccc43)c2C)cc1,-3%,0.1%,4.7%,i,-13,1,4,-9%,-5%,0.9,80,25%,
Cc1cccc(N(Cc2ccccc2)C(=O)c2ccccc2F)c1,22%,-0.1%,2.3%,/,/,/,/,-1%,-10%,0.4,33,4%,
CN1CCN(S(=O)(=O)c2ccc3c(c2)C(C)(C)C(=O)N3C)CC1,2%,6.9%,4.4%,/,/,/,/,-1%,-9%,-0.7,45,11%,
CSc1ncccc1C(=O)N1CCN(S(=O)(=O)c2ccc(C)cc2)CC1,18%,0.1%,1.6%,/,/,/,/,-1%,-8%,-0.7,51,2%,
CCN1CCCC1CNC(=O)Cn1cccc1C(=O)c1ccccc1C (centres undefined),9%,0.9%,-1.1%,i,26,/,/,6%,-7%,-1.2,47,1%,
CCN(C(=O)Cn1cnc2ccccc2c1=O)C1CCS(=O)(=O)C1 (centres undefined),/,0.2%[50 µM],0.0%,/,/,/,/,-7%,/,-0.6,66,/,
Cc1noc(C)c1C(=O)N1CCC2(CC1)Oc1ccc(F)cc1C(=O)C21CC(c2ccc(Cl)cc2)=NO1 (centres undefined),6%,0.0%,6.0%,/,/,/,/,-5%,2%,20,81,12%,
CCN(CC(=O)NC)S(=O)(=O)c1ccc(C)cc1,13%,0.5%,0.7%,i,-5,-7,-2,-3%,-4%,-0.4,71,-2%,
O=C(NCC(c1ccco1)N1CCN(c2ccc(F)cc2)CC1)C(=O)NC1CCCC1 (centres undefined),/,1.9%[50 µM],1.2%,/,/,/,/,-7%,/,0.2,54,/,
O=C(Cc1ccccc1)NCCC1=CCCCC1,-1%,0.1%,1.1%,i,12,-3,-7,-7%,-2%,-1.8,40,-5%,
O=C(Cn1ccc2ccccc2c1=O)NCCC(=O)N1CCCCC1,18%,0.3%,-0.1%,/,/,/,/,6%,-5%,0.7,57,-2%,
CC(C)NC(=O)c1ccccc1-c1ccccc1,5%,0.3%,0.5%,i,-9,-8,-8,-4%,22%,0.8,76,9%,
CC(C)c1ccc(NC(=O)C(c2ccccc2)N2CC(=O)Nc3ccccc32)cc1 (centres undefined),-9%,-2.3%,1.4%,i,-16,11,0,-2%,0%,22,54,3%,
CS(=O)(=O)N1CCN(C(=O)CCc2ccccc2)CC1,14%,-0.1%,2.7%,/,/,/,/,-11%,-13%,2.1,54,0%,Dengue-2 NS5 capping pilot replicate=-3.6
Cc1ccc(S(=O)(=O)/N=C(/Nc2cccc(O)c2)c2ccccc2)cc1,1%,0.0%,20%,/,/,/,/,-9%,-11%,1.1,56,9%,
COc1cccc(NC(=O)C2CCN(C(=O)[C@@H]3Cc4ccccc4CN3)CC2)c1,-10%,0.3%,-0.3%,/,/,/,/,-5%,-10%,0.2,64,7%,
Cc1ccc(C(C2C(=O)CC(C)(C)CC2=O)C2C(=O)CC(C)(C)CC2=O)s1,10%,-0.1%,0.7%,i,3,25,20,46µM*,-2%,3.5,90,29%,
CCC(=O)Nc1ccc(NC(=S)NC(=O)/C=C/c2ccccc2)cc1,-11%,5.0%[50 µM],6.1%,i,-11,-8,-10,-10%,3%,0.5,68,8%,
Cc1cc2c(cc1S(=O)(=O)CCC(=O)Nc1cccc(C(F)(F)F)c1)OCC(=O)N2,27%,2.3%,1.0%,/,/,/,/,-7%,-11%,2.7,60,3%,
Cc1ccc(SCc2ccc(C(=O)NCc3ccncc3)cc2)cc1,6%,0.9%,4.8%,i,-27,22,41,-2%,-4%,2.5,59,7%,
O=C(CSc1nnc(-c2ccco2)n1Cc1ccccc1)NC(=O)NCc1ccco1,0%,-0.2%,0.5%,i,-1,1,1,-7%,0%,-0.6,40,3%,
O=C(COc1ccc(/C=N/NC(=O)c2cc3ccccc3o2)cc1Br)Nc1ccccc1,5%,0.2%,19%,i,-34,4,1,-10%,-14%,1.0,54,44%,
CC1(C)CC(=O)C(C=NC2CC(C)(C)NC(C)(C)C2)=C(O)C1,-16%,-0.1%,1.0%,i,-17,6,-3,-3%,-10%,8.2,34,6%,
